Screens: PubChem, National Center for Advancing Translational Sciences (NCATS)
aGal spleen mod: alpha-galactosidase A (human) modulation. P06280. human spleen homogenate, 4MU-alpha-Gal fluorescence, 40 min. Potency, µM (series often up to 80 µM), for inactives: at the highest dose activity change, negative = inhibition, usual class: inhibitors. actives 0.008% (n = 240,000). AID 2107;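 further: potency means the concentration at half of the fitted maximal effect; 0% = enzyme with vehicle and -100% = no enzyme basal signal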
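Human spleen homogenate (1 ug) was the enzyme source, with 4-methylumbelliferyl-alpha-D-galactopyranoside (1 mM final) in pH 5.0 citrate buffer with 0.01% Tween-20. Compounds were titrated; after 40 min at 37C, NaOH/glycine stop, 4-MU fluorescence read; AC50 from Hill fits.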
Epigenetic reg: regulators of epigenetic silencing causing reporter derepression in mouse cells; murine LDR cells, GFP reporter derepression, 30 h; actives 0.2% (n = 280,000); Potency, µM (series often up to 53.9 µM), for inactives: at the highest dose GFP activation, hits mostly activators; AID 1865; further: potency means the concentration at half of the fitted maximal effect; % of control where 0% means no effect; nearly all actives have a fitted effect of over 60% in size
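Derepression of a silenced CMV-GFP reporter in murine LDR cells is scored by enumerating GFP-positive cells with a laser-scanning microplate cytometer after 30 hours of treatment at 37 C.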
CBFb-RUNX1 inh: CBF-beta/RUNX1 interaction disruption. Q01196+Q13951. AlphaScreen CBFb-His/RUNX1-biotin binding, biochemical. Potency, µM (series often up to 59.8 µM), inactives show at the highest dose activity, negative = inhibition, hits mostly inhibitors. 230,000 tested, under 10 active; further: % of control where 0% means no effect
Target sequence (Q01196 whole entry, looked up): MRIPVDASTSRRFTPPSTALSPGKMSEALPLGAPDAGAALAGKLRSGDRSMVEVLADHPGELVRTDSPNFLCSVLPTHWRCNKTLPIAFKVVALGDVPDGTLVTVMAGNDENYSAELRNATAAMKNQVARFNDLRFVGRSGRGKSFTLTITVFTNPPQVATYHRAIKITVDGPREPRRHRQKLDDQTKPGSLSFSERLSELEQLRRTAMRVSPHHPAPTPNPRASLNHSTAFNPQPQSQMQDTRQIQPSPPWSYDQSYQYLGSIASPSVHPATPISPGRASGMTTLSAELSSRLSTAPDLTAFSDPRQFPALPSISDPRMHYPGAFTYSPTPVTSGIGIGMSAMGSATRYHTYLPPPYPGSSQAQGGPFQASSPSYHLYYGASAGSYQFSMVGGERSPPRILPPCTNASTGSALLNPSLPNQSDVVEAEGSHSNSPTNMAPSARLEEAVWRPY
Target sequence (Q13951 whole entry, looked up): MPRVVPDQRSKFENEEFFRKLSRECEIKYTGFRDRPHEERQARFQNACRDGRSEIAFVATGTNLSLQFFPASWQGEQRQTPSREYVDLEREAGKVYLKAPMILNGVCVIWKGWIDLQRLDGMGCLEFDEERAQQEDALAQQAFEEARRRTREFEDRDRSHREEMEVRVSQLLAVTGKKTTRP
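CBF-beta (His) and RUNX1 (biotin), 30 nM each; 20 min preassociation; + compound, 15 min; + beads 50 ng each (Ni, streptavidin), 90 min; RT; AlphaScreen read.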
IMPase Li inh: cell-permeable IMPase inhibitors with lithium potentiation; CHO-M1 cells, IP1 TR-FRET (IP-One), carbachol + lithium; Potency, µM (highest dose often 59.4 µM), for the others: at the highest dose activity, negative = IMPase inhibition, hits mostly inhibitors; actives 0.35% (n = 210,000);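 further: IP1 builds up when IMPase is blocked and the TR-FRET signal falls; potency means the concentration at half of the fitted maximal effect; plate controls were basal vehicle for no effect and high inhibitor control for full effect; nearly all actives have a fitted effect of over 50% in size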
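Readout is a homogeneous TR-FRET IP1 immunoassay (Ex 320, Em 665 and 620), where raised cytosolic IP1 lowers signal. Cells were CHO-M1 treated 30 min at 37C with test compounds plus a little lithium; AC50 values came from Hill-equation fitting.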
NPSR antagonist: neuropeptide S receptor (human) antagonism, cAMP; AID 1461; Q6W5P4; CHO-NPSR cells, cAMP TR-FRET, antagonist mode; actives 1% (n = 220,000); Potency, µM (series often up to 38.3 µM), without a hit: at the highest dose activity change, negative = inhibition, hits mostly inhibitors; further: potency means the concentration at half of the fitted maximal effect; on the % scale 0 is the no-effect control and ±100 the full control effect; nearly all actives have a fitted effect of over 50% in size; many of its hits are not listed in these tables
Target sequence (Q6W5P4 whole entry, looked up): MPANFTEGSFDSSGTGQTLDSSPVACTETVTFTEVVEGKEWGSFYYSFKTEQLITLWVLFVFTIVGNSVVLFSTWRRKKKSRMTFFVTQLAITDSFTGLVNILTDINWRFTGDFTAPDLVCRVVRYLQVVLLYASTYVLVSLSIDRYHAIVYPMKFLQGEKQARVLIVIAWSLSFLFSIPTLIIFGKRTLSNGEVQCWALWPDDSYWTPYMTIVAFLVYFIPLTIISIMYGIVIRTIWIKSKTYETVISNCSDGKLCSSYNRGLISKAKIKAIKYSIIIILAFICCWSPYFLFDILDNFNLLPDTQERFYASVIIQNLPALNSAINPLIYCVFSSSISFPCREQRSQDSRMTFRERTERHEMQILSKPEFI
KinaseGlo FLuc: blocks Kinase-Glo luciferase, a counter-screen artifact; AID 1379; Q27757; actives 0.28% (n = 200,000); Kinase-Glo luciferase, ATP luminescence, 8 min; Potency, µM (doses to about 38.3 µM), inactives show top-dose activity change, negative = inhibition, most hits filed as inhibitors; further: potency means the concentration at half of the fitted maximal effect; on the % scale 0 is the no-effect control and ±100 the full control effect; nearly all actives have a fitted effect of over 60% in size
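Luminescence was the read-out, taken after 8-minute incubation at ambient temperature. Luciferase turned over luciferin with 10 uM ATP in imidazole pH 7.2 buffer containing KCl, MgCl2, Tween 20 and BSA.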
Lamin A splicing: modulators of lamin A splicing. HeLa LMNA splicing GFP/RFP minigene ratio, 48 h. Potency, µM (series often up to 46.1 µM), inactives show at the highest dose ratio change, negative = inhibition, usual class: inhibitors. actives 0.01% (n = 200,000); active means well fitted inhibition curve with a large enough effect in the signal ratio, with a control signal flat, not every such curve was filed as active; inconclusive means small, poorly fitted or top-dose-only effect, or effect the other way, or a change in a side signal; the % refers to the signal ratio; further: potency means the concentration at half of the fitted maximal effect; on the % scale 0 is the no-effect control and ±100 the full control effect
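S3 HeLa cells stably expressing lamin A-EGFP splicing minigene plus DsRed2, 600 cells/well, 48 h compound exposure at 37C. Laser-scanning cytometry; analysed as GFP (500-530 nm)/RFP (575-640 nm) total intensity ratio; 0.5% DMSO vehicle.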
Numbers without * were called inactive; ? = inconclusive; . = no result given; & = joins results of further samples; [ ] = another dose, or the depositor's remark. Unless noted, the call rests on the fitted dose curve; in most records, active means well fitted curve in the direction sought with a large enough effect; inconclusive means small, poorly fitted or top-dose-only effect, or another doubt; inactive means no such curve, though single readings can be large; an effect the other way counts as inactive or inconclusive. This is a subset (hit frequency here may not be typical).

SMILES	aGal spleen mod	Epigenetic reg	CBFb-RUNX1 inh	IMPase Li inh	NPSR antagonist	KinaseGlo FLuc	Lamin A splicing
COC(=O)c1sc2ncccc2c1OCc1ccc(Cl)cc1	-14%	-1.2%	4%	-20%[38.3 µM]	?	-4%	24%
NNC(=O)CNC(=O)c1ccccc1F	1%	-2.9%	8%	-5%	-8%[46.1 µM]	1%	-8%
COc1cccc(N2CCN(C(=O)CCSCc3ccccc3F)CC2)c1	2%	2.2%&2.9%	-5%	-2%	-11%	3%	-5%[46 µM]
CC12CCC(c3c(C(=O)O)nn(-c4ccc(F)cc4)c31)C2(C)C (centres undefined)	5%	0.9%	4%	-7%[38.3 µM]	-4%[46.1 µM]	-1%	-1%
O=C1C=C(NNC(=O)c2ccncc2)CC(c2ccccc2)C1 (centres undefined)	-5%	-1.9%	-22%	13%	0%	1%	3%[46 µM]
CC(NC(=O)CN(c1cccc(C(F)(F)F)c1)S(=O)(=O)c1ccc(Cl)c([N+](=O)[O-])c1)c1ccccc1 (centres undefined)	-7%	3.2%	-1%	17%	?	-2%	?
CCOC(=O)N1CCN(C(=O)CCNS(=O)(=O)c2ccc3c(c2)c(=O)n(C)c(=O)n3C)CC1	0%	1.1%	3%	7%	13%	-1%	.
CC(=O)Nc1ccc(S(=O)(=O)Nc2nnc(C(C)(C)C)s2)cc1	-1%	1.9%	-1%	-5%[38.3 µM]	3%[46.1 µM]	15%	1%
Cc1onc(-c2ccccc2)c1C(=O)N1CCN(C/C=C/c2ccccc2)CC1	3%	6.6%	-7%	3%[38.3 µM]	-16%[46.1 µM]	1%	-9%
CCc1ccc(OCC(=O)N2CCN(c3ccccc3F)CC2)cc1	3%	0.5%	6%	1%	-1%	-1%	.
CC(=O)NC(Cc1ccccc1)C(C)=O (centres undefined)	0%	-0.3%	12%	-8%	17%	.	.
Cc1ccc(S(=O)(=O)c2c(COC(=O)c3ccc(Cl)cc3)c(-c3ccccc3)nn2C)cc1	-1%	0.8%	2%	7%[38.3 µM]	-10%[46.1 µM]	12%	7%
O=C(CSc1nc2ccccc2[nH]1)NCCc1ccc(Cl)cc1	-2%	-1.3%	16%	-5%	2%	-1%	-5%
Cc1cccc(-n2nnc(C(=O)NCc3ccco3)c2N)c1	-7%	0.0%	-4%	-8%[38.3 µM]	-7%[46.1 µM]	-2%	-1%
CCCC(=O)Nc1ccc(Cl)c(NC(=O)c2cccnc2)c1	0%	-3.0%	11%	22%[38.3 µM]	-21%[46.1 µM]	1%	-23%
O=S(=O)(c1ccc2nc(COc3ccc(Cl)cc3Cl)[nH]c2c1)N1CCOCC1	3%	4.7%	4%	6%[38.3 µM]	-27%[46.1 µM]	18%	-7%
CN(C)c1nc(Oc2ccc(=O)[nH]n2)nc(N2CCOCC2)n1	-3%	0.0%	8%	-13%[38.3 µM]	0%[46.1 µM]	-1%	-2%[0.0737 µM]
CCOCCCNS(=O)(=O)Cc1ccccc1	-4%	?	9%	24%[38.3 µM]	2%[46.1 µM]	-3%	-8%
COc1ccc(CC(=O)NC2CCN(CC(=O)N3CCCc4ccccc43)CC2)cc1OC	-4%	-1.0%	7%	26%[38.3 µM]	6%[46.1 µM]	1%	2%
CCOC(=O)c1sc(NC(=O)c2cc(-c3ccccc3C)nc3ccccc23)c(C#N)c1C	7%	-4.3%	-1%	28%[38.3 µM]	-20%[46.1 µM]	-3%	?
CC(Cc1ccc(O)c(O)c1)C(C)Cc1ccc(O)c(O)c1 (centres undefined)	-9%&0%	-0.3%&0.3%	?	16%&10%	.	3%&-1%	.
Nc1nc(CSc2nc3ccccc3s2)nc(Nc2ccccc2)n1	0%	1.1%	-1%	-6%	-28%	2%	?
CC1(C)CC2CC(C)(CN2S(=O)(=O)c2ccc(C(=O)Nc3ccc(S(=O)(=O)N4CCOCC4)cc3)cc2)C1 (centres undefined)	-1%	0.0%	-4%	-3%	-13%	6%	?
COCCCN1CCc2[nH]c(=S)[nH]c(=O)c2C1	-6%	1.1%	6%	-1%	9%	7%	-3%
COC(=O)CC1c2ccccc2C=C(C)N1C(=O)OC (centres undefined)	-2%	-1.1%	12%	3%&8%	.	1%	-3%[9.22 µM]
NC(=S)N/N=C/c1c(O)c(Br)cc2oc3c(c12)CCCC3	-7%	1.4%	-12%	.	-20%[7.67 µM]	.	.
CC1CC(=O)Nc2cc([N+](=O)[O-])ccc2N1 (centres undefined)	-3%	-2.1%	11%	.	5%	.	.
Cn1c(SCc2ccccn2)nc2c1c(=O)[nH]c(=O)n2C	3%	0.0%	7%	.	11%	.	.
CCN(CC)S(=O)(=O)c1ccc(N2CCCCC2)c(NC(=O)/C(C#N)=C/c2ccc(OC)cc2)c1	-3%	2.2%	0%	2%	-14%	2%	2%
Cc1nnc(OC(C)C)c2nn(-c3ccccc3F)c(C)c12	6%	-0.7%	1%	23%[38.3 µM]	9%[46.1 µM]	22%	-2%
CC#CCN1c2ccccc2[C@]23C[C@@H](C(=O)OC)N=C2NC(C(=O)OC)=C(C(=O)OC)[C@H]13	-4%[17.5 µM]	-2.4%	-3%[13.1 µM]	7%	26%	4%[7.66 µM]	-2%[9.22 µM]
CCCC(=O)n1nc(-c2ccc(C)cc2)nc1NCc1ccco1	-9%	0.3%	10%	2%	24%	0%	.
CC(C)COP(=O)(c1ccc(N(C)C)cc1)C(O)c1ccncc1 (centres undefined)	6%	-1.8%	4%	7%[38.3 µM]	2%[46.1 µM]	-4%	8%
Cc1nn(Cc2ccc(Cl)c(Cl)c2)c(C)c1NC(=O)c1noc2c1CCCCC2	3%	0.7%	4%	15%[38.3 µM]	-28%[46.1 µM]	-2%	4%
COc1ccc(NC(=O)NNc2cc(N3CCOCC3)nc(N3CCOCC3)n2)cc1	-3%	0.6%	-13%	9%	10%	5%	?
CCSc1nc(N2CCCCC2)c2c(c1C#N)CCCC2	-4%	0.1%	1%	1%[38.3 µM]	?	-6%	12%
COC(=O)C1=NN(C(=O)c2ccc(Cl)cc2)C(O)(c2ccccc2)C1 (centres undefined)	-6%	3.1%	-5%	4%[38.3 µM]	-5%[46.1 µM]	1%	14%
Cc1c(C(=O)OCC(=O)N(C)c2ccccc2)cccc1[N+](=O)[O-]	4%	1.1%	8%	4%	-9%	0%	-7%[46 µM]
N#CCc1c(C#N)c(N)nc(Nc2ccccc2)c1C#N	1%	-0.9%	6%	.	?	.	.
CCOc1cccc(/C=N/NC(=S)NCCN2CCOCC2)c1O	4%	-4.5%	?	1%	0%	0%	?

Sorted by heavy-atom count (ascending): part of the list above
SMILES	aGal spleen mod	Epigenetic reg	CBFb-RUNX1 inh	IMPase Li inh	NPSR antagonist	KinaseGlo FLuc	Lamin A splicing
N#CCc1c(C#N)c(N)nc(Nc2ccccc2)c1C#N	1%	-0.9%	6%	.	?	.	.
CCOc1cccc(/C=N/NC(=S)NCCN2CCOCC2)c1O	4%	-4.5%	?	1%	0%	0%	?
Cc1nn(Cc2ccc(Cl)c(Cl)c2)c(C)c1NC(=O)c1noc2c1CCCCC2	3%	0.7%	4%	15%[38.3 µM]	-28%[46.1 µM]	-2%	4%

(next part)
SMILES	aGal spleen mod	Epigenetic reg	CBFb-RUNX1 inh	IMPase Li inh	NPSR antagonist	KinaseGlo FLuc	Lamin A splicing
CSc1nc(Cl)cc(=O)[nH]1	-2%	-1.1%	11%	.	15%	.	.
CCCC[C@H](CN(N=O)[C@@H](Cc1ccccc1)CN(C)N=O)N(CCc1ccccc1)N=O	-7%	-3.0%	14%	0%	30%	.	.
COCCOC(=O)C1=C(C)NC(C)=C(C(=O)OC(C)C)C1c1cccc([N+](=O)[O-])c1 (centres undefined)	-4%&-4%&-12%&5%&-10%&-13%	0.2%&-0.2%&1.1%&1.1%&-0.5%&-5.5%	2%&-20%&3%&5%&24%&3%	7%&10%&-4%&-1%&11%	?	-4%&0%&-5%	?
COC(=O)C(Cc1ccccc1)NC(=O)C(CC(C)C)NC(=O)OC(C)(C)C (centres undefined)	4%	-1.5%	14%	-3%	13%	2%	2%
Cc1oc2c(c1C(=O)NCc1cccnc1)C(=O)c1ccccc1C2=O	3%	1.0%	4%	10%	?	.	.
COCCN(CC(=O)Nc1ccccc1)S(=O)(=O)c1ccc(S(=O)(=O)N2CCCC2)cc1	6%	-2.4%	1%	16%[38.3 µM]	7%[46.1 µM]	-4%	5%
S=C(NCCc1ccccn1)NC1CC2CCC1C2 (centres undefined)	-11%	0.0%	2%	.	-38%	.	.
C=CCn1c(=O)c2c3c(sc2n2c(Nc4ccc(C(=O)OCC)cc4)nnc12)CCCC3	1%	2.2%	2%	29%[38.3 µM]	-13%[46.1 µM]	-1%	-3%
Nc1[nH]n2c(=O)cc(-c3ccccc3)nc2c1N=Nc1ccc2c(c1)OCO2	-6%	0.1%	8%	3%	5%	-7%	.
Cc1ccc2cc(CCNC(=O)c3ccc(C)c([N+](=O)[O-])c3)c(=O)[nH]c2c1	-2%	-1.5%	-5%	11%	24%	2%	-1%
O=S(=O)(NCc1ccccc1)c1cccs1	7%	0.8%	-3%	8%[38.3 µM]	-5%[46.1 µM]	-4%	11%
C/C(CCC(=O)OC[C@@H]1O[C@H](C#Cc2ccccc2)C=C[C@@H]1Oc1ccc(C)cc1)=N/O[C@@H](C)c1cn([C@H]2COC[C@H]2O)nn1	6%[17.5 µM]	0.8%[10.1 µM]	9%[13.1 µM]	.	.	.	.
Cc1ccc(C)c(NC(=S)c2ccccn2)c1	7%	?	-25%	8%[38.3 µM]	?	-11%	?
COc1ccc(CCNC(=O)Cn2c(=O)n(CC3CCCO3)c(=O)c3cc(OC)c(OC)cc32)cc1OC (centres undefined)	-7%	-1.9%	-1%	10%	4%	-3%	.
O=C(c1cnn2c(C(F)F)cc(-c3ccccc3)nc12)N1CCOCC1	-1%	2.4%	23%	-7%	-1%[46.1 µM]	-3%	-12%
Cc1cc2nn(-c3cccc4ccccc34)nc2cc1NC(=O)c1cccs1	14%	-3.0%	9%	-22%[38.3 µM]	-24%[46.1 µM]	15%	-8%
CCCCCCCC/C=C\C/C=C\C/C=C\CCCC(=O)O	-3%&-9%	1.1%&1.1%	5%&6%	-6%&10%	.	0%	.
Oc1[nH]c2ccccc2c1C=Nc1ccc2c(c1)OCCO2	-10%	-7.3%	-19%	.	-16%[46.1 µM]	.	?
COc1ccccc1-c1nnn(CC#N)n1	-12%	0.8%	0%	3%[38.3 µM]	?	-1%	1%
O=S(=O)(c1ccc(-c2csc(=Nc3ccccc3)n2CCCN2CCOCC2)cc1)N1CCOCC1	1%	-0.2%	-11%	-16%[38.3 µM]	-16%[46.1 µM]	-3%	1%[0.0737 µM]
